# D3 ag = agonists of human D3 dopamine receptor. max activation, %. AID 652048. D3R DiscoveRx beta-arrestin cells, luminescence, 90 min. P35462. 410,000 tested, 0.58% active; in the data active = max activation above about 30%; note: 0% is about no effect; mostly tested at two doses, the higher about 12 µM
# Target sequence (P35462 whole entry, looked up): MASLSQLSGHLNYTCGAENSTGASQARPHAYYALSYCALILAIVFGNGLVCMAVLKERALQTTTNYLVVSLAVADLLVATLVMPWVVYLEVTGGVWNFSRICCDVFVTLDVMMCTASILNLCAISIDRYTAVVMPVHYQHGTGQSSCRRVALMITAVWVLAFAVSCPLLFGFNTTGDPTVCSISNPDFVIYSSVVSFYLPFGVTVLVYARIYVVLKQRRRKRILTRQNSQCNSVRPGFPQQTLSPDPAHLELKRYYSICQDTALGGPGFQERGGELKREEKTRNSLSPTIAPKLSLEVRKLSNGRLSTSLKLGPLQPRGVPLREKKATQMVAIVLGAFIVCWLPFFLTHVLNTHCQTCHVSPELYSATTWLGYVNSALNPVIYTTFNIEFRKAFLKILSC
#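 Agonist-mode cell screen: cells plated at 1500/well and incubated overnight at 37 °C, then exposed to library compounds for 90 min at 37 °C. Detection reagent was added for 30–60 min at room temperature, and luminescence was read.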
# SW480 rereplic = inducers of DNA re-replication in SW480 colon cancer cells; SW480 DNA re-replication, Hoechst DNA content imaging, 48 h; Potency, µM (doses to about 46.1 µM), without a hit: top-dose re-replication activation, most hits filed as activators; 340,000 tested, 1.8% active; AID 624297; note: potency is the fitted concentration of half-maximal effect; % of control where 0% means no effect; nearly all actives have a fitted effect of over 55% in size
#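 Compounds, transferred as 23 nL by pin tool, were incubated with cells for 48 hr; DNA content per nucleus was then quantified by Hoechst staining and fluorescence plate imaging.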
# GLP1R cytotox = cytotoxic in the GLP-1 receptor inverse agonist counter-screen | HEK293 cAMP-luciferase reporter cells, luminescence, 24 h | Potency, µM (doses to about 38.3 µM), without a hit: top-dose activity change, negative = inhibition, hits mostly inhibitors | 410,000 tested, 0.13% active | AID 624418;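 note: loss of luciferase light is scored as toxicity; potency is the fitted concentration of half-maximal effect; % is set by controls: 0 for no effect and ±100 for the full control effect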
#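 Cells in DMEM/10% Nu serum/1% pen-strep, 1536-well format. Pre-incubated 12 h, dosed with 23 nL compound, incubated a further 24 h. Luciferase detection, 12 min at room temp, luminescence.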
# MCF10A rereplic = inducers of DNA re-replication in MCF 10A breast cells | MCF 10A DNA re-replication, Hoechst nuclear intensity, 48 h | Potency, µM (highest dose often 46.1 µM), without a hit: at the highest dose activity, positive = re-replication, hits mostly activators | AID 624296 | 350,000 tested, 2.9% active; note: potency is the fitted concentration of half-maximal effect; % of control where 0% means no effect; nearly all actives have a fitted effect of over 50% in size
# HT1080NT lethal = kills 2HG-producing HT-1080-NT fibrosarcoma cells; HT-1080-NT fibrosarcoma viability, CellTiter-Glo ATP luminescence, 48 h; Potency, µM (titrated, usually from 46.1 µM), for inactives: at the highest dose activity, negative = less viability, hits mostly cytotoxic; 360,000 tested, 1.6% active;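 note: NT is the 2HG producing partner of a matched IDH1 knockdown line; potency is the fitted concentration of half-maximal effect; 0% = DMSO-treated cells and -100% = media-only wells without cells; nearly all actives have a fitted effect of over 55% in size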
#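 A 48-hour cytotoxicity screen used HT-1080-NT cells plated 2 hours before compound delivery. ATP-based CellTiter-Glo luminescence measured viability, normalized to DMSO and no-cell controls.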
# KB-V1 cytotox = KB-V1 MDR subline cytotoxicity | KB-V1 MDR cells viability, CellTiter-Glo, 72 h | Potency, µM (series often up to 46.1 µM), without a hit: top-dose activity change, negative = cytotoxicity, hits mostly cytotoxic | 400,000 tested, 3.4% active; note: potency is the fitted concentration of half-maximal effect; % is set by controls: 0 for no effect and ±100 for the full control effect; nearly all actives have a fitted effect of over 60% in size
#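 Cytotoxicity via CellTiter-Glo luminescence after 72 h compound exposure at 37 degrees C. Cells: drug-selected KB-V1 line, DMEM phenol-red free plus 10% FBS. Compounds tested at multiple concentrations; normalized data fitted to concentration-effect curves.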
# HT1080 IDH1KD tx = HT-1080 IDH1 knockdown cell toxicity (counter line); HT-1080 IDH1 knockdown viability, ATP luminescence, 48 h; Potency, µM (top dose mostly 46.1 µM), inactives show at the highest dose activity, negative = toxicity, most hits filed as cytotoxic; 360,000 tested, 2% active; AID 686971;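 note: potency is the fitted concentration of half-maximal effect; 0% = DMSO wells and -100% = cell-free medium wells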
#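 CellTiter-Glo luminescence after 48 h compound exposure at 37 degrees C of IDH1-knockdown HT-1080 cells in 5% FBS RPMI. %Activity scaled between DMSO wells and cell-free media wells, with curves fitted and assigned curve classes.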
# IL1B secr inh = inhibitors of inflammasome signaling (IL-1 beta secretion); THP-1 LPS/ATP IL-1B secretion, AlphaLISA, 16 h; hits give low values; activity change, % at 57.5 µM; 360,000 tested, 4.7% active; AID 743279; in the data active = activity change below about -50%; inconclusive = mostly about -30% to -49%; note: % is set by controls: 0 for no effect and ±100 for the full control effect
#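 Secreted IL-1B measured by AlphaLISA bead assay after 16 h compound exposure of THP-1 cells; compounds (final up to 57.5 uM) added 1 h before LPS (250 ng/mL) and ATP (1.25 mM) stimulation; lower signal means less secretion.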
# KB-3-1 cytotox = kills parental KB-3-1 adenocarcinoma cells; 400,000 tested, 1.4% active; Potency, µM (doses to about 46.1 µM), for inactives: at the top dose activity change, negative = cytotoxic, hits mostly cytotoxic; KB-3-1 viability, CellTiter-Glo ATP luminescence, 72 h; AID 1347075; note: potency is the fitted concentration of half-maximal effect; % is set by controls: 0 for no effect and ±100 for the full control effect; nearly all actives have a fitted effect of over 60% in size
#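 Cells are dispensed, compounds pinned in, plates held at 37 °C for 72 h, then CellTiter-Glo is added and luminescence read after 10 minutes. Cell line: parental KB-3-1 in phenol-red-free DMEM, 10% FBS.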
# Numbers without * were called inactive; u = inconclusive; x = no result given; & = joins results of further samples; [ ] = another dose, or the depositor's remark. Unless noted, calls come from the whole dose curve; as a rule, active = well fitted curve in the direction sought with a large enough effect; inconclusive = small, poorly fitted or top-dose-only effect, or another doubt; inactive = no such curve, though single readings can be large; an effect the other way counts as inactive or inconclusive.
Molecule	GLP1R cytotox	D3 ag	KB-3-1 cytotox	MCF10A rereplic	SW480 rereplic	HT1080NT lethal	HT1080 IDH1KD tx	IL1B secr inh	KB-V1 cytotox
CC(C)c1ccc(CNNC(=O)c2ccccc2)cc1	-3%	-5	-2%	u	u	-16%	0%	-1	8%
CN(CC(=O)Nc1ccc(Cl)cc1)CC(=O)Nc1ccc(C(N)=O)cc1	0%	-3	-2%	4%	-13%	-20%	-12%	9	14%
CC(=O)c1cc(-c2ccccc2)n(CC(=O)NCCc2ccc(C)cc2)c1C	-1%	2	-5%	x	x	x	x	x	-5%
O=[N+]([O-])c1ccc(NC(=S)N2CCN(c3ccccn3)CC2)cc1	8%	-5	-20%	-10%	-2%	4%	9%	19	u
CN(C)CCSc1nc(N)c2c3c(sc2n1)COC(C)(C)C3	-20%	-26	1%	u	u	u	-16%	28	-20%
COc1ccccc1-c1cccc([C@@H]2C[C@H]3[C@H](CON3C)CN2C(=O)C(C)(C)C)c1	-2%	-20	27%	12%	-1%[9.22 µM]	-1%	8%	0	6%
O=C(c1cc([N+](=O)[O-])ccc1Cl)N1CCN(c2ccccc2)CC1	-3%	-18	0%	-1%	-2%	12%	4%	-8	-4%
COc1ccccc1C(=O)NC(=S)Nc1cc(C(=O)O)ccc1C	-7%	11	0%	u	-5%	0%	-4%	21	0%
Cn1c(Nc2cccc(Cl)c2)nc2ccccc21	-15%	-6	-28%	-1%	11%	-26%	u	-6	12%
CCOc1ncccc1C(=O)OCC(=O)NCCCc1ccccc1	-5%	10	15%	-3%	2%	0%	-5%	9	15%
O=C(O)CCC(=O)N1N=C(c2ccccc2)CC1c1ccc(Br)cc1 (stereo unspecified)	17%	-7	-2%	-7%	-7%[9.22 µM]	-2%	9%	13	20%
Cc1csc(CN(C)C(=O)C2CCC(=O)N(CCN(C)C)C2)n1 (stereo unspecified)	4%	-3	3%	-7%	-7%	3%	22%	-15	10%
Cc1ccc2cccc(OCC(=O)N3CC(C)CC(C)C3)c2n1 (stereo unspecified)	12%	-8	u	3%	0%	15%	6%	19	u
CC(=O)N1CCN(S(=O)(=O)c2cccc(C(=O)OCc3ccc(C(C)(C)C)cc3)c2)CC1	u	9	u	u	19%	-25%	-20%	15	0%
CC(C)c1c(O)nc(SCCC(=O)O)[nH]c1=O	8%	1	0%	-1%	-6%	3%	2%	4	2%

# Rewritten with values under each structure: part of the list above
# Each structure is followed by: GLP1R cytotox, D3 ag, KB-3-1 cytotox, MCF10A rereplic, SW480 rereplic, HT1080NT lethal, HT1080 IDH1KD tx, IL1B secr inh, KB-V1 cytotox
CCOc1ncccc1C(=O)OCC(=O)NCCCc1ccccc1
 : -5%, 10, 15%, -3%, 2%, 0%, -5%, 9, 15%
O=[N+]([O-])c1ccc(NC(=S)N2CCN(c3ccccn3)CC2)cc1
 : 8%, -5, -20%, -10%, -2%, 4%, 9%, 19, u

# Next compounds
Molecule	GLP1R cytotox	D3 ag	KB-3-1 cytotox	MCF10A rereplic	SW480 rereplic	HT1080NT lethal	HT1080 IDH1KD tx	IL1B secr inh	KB-V1 cytotox
Fc1cccc(C2NN=C(c3ccccc3)S2)c1 (stereo unspecified)	1%	-4	-15%	-3%	-7%	-3%	1%	11	-17%
O=C(NC1CCCCC1)c1cc(-c2ccco2)on1	2%	-8	1%	-5%	-8%	4%	9%	16	-25%
Cc1ccc(-n2c(C)nnc2SCC(=O)N2CCOCC2)cc1	4%	-2	11%	0%	u	7%	5%	18	-2%
COc1ccc(-c2sccc2C(C)C(=O)O)cc1 (stereo unspecified)	22%	-2	-2%	0%	-14%	-5%	-1%	-6	5%
CCc1nc2ccccc2n1Cc1cc(=O)n2cc(C)ccc2n1	2%	-3	2%	-1%	-7%	-1%	-6%	6	0%
O=C(Nc1ccc(S(=O)(=O)Nc2ncccn2)cc1)c1ccccc1Br	2%	-4	-4%	2%	-4%	-6%	0%	58	-9%
CCCC(=O)Nc1cc(OC)c(C(=O)OC)cc1Cl	18%	-4	11%	-3%	-8%	21%	15%	0	2%
Cc1cccc(C(=O)N/N=C2\CS(=O)(=O)N(C)c3ccsc32)c1	-13%	-6	u	-3%	u	u	u	22	-6%
CCOc1ccc(Cn2c(=O)sc3ccccc32)cc1	-4%&-2%	-3&-1	-22%&6%	3%	-21%	11%	0%	u	u
CC(=O)c1cc(-c2ccc(F)cc2)n(CC(=O)NCc2ccc(C)cc2)c1C	-6%	5	-10%	x	x	x	x	x	-8%
O=C(O)C1Cc2ccccc2CN1C(=O)c1ccco1 (stereo unspecified)	-2%	-3	-1%	1%	-3%	-22%	-14%	0	9%
CCC(C)Sc1ccc([C@@H]2[C@@H]3C(=O)N(C)C(=O)[C@@H]3[C@]3(C(=O)OC)CCCCN23)cc1OC (stereo partly specified)	10%	0	-18%	44%	-3%[9.22 µM]	2%	-15%	0	-9%
CCOc1ccc(CCN2C(=S)N([C@@H](CC(C)C)CN3CCCC3CN3C(=S)NC[C@@H]3CC(C)C)C[C@@H]2Cc2ccc(O)cc2)cc1 (stereo partly specified)	0%	4	u	u	10%	-19%	-20%	u	u
COC1CCN(Cc2cn(Cc3ccccc3)nc2-c2cc3ccccc3o2)CC1	u	-6	u	2%	u	u	26µM*	u	u
C=CCn1c(SCc2c(C)noc2C)nnc1C1COc2ccccc2O1 (stereo unspecified)	0%	1	-2%	26%	-2%	-2%	-18%	3	u
COc1cccc2cc(-c3csc(NC(=O)CCC(=O)NCCCN4CCC(C)CC4)n3)c(=O)oc12	-14%	5	-1%	1%	8%	-23%	-17%	23	-3%
Cc1ccc(NS(=O)(=O)c2ccc(C(=O)NCC(c3ccco3)N3CCCCC3)cc2)cc1 (stereo unspecified)	-2%	-6	-20%	u	-1%	-4%	-15%	-9	u
Cc1cc(=O)oc2cc(NC(=O)C(C)Oc3ccccc3)ccc12 (stereo unspecified)	7%	-12	u	1%	-4%	0%	1%	4	u
O=C(NCc1ccccc1Cl)c1csc([C@H]2C[C@H](O)[C@@H](CO)O2)n1	-9%	5	0%	x	x	13%	0%	-4	9%
CCOC(=O)c1c(N)ssc1=S	13%	-6	-2%	1%	-5%	3%	-5%	-19	11%
CCOc1ccc(-c2nnc(-c3ccncc3)o2)cc1	-6%	2	0%	1%	-2%	1%	-8%	-1	-12%
Cn1c(-c2ccc(F)c(F)c2)cc2onc(-c3ccccc3)c2c1=O	7%	35*	2%	u	-10%	-1%	0%	0	18%
CN(C)S(=O)(=O)c1ccc(C(=O)Nc2ccc(-n3nncc3-c3ccccc3)cc2)cc1	-3%	8	-4%	x	x	x	x	x	0%
CN(C)S(=O)(=O)c1ccc(Cl)c(C(=O)OCC(=O)NC(=O)NC2CCCC2)c1	u	7	-5%	-1%	-2%	-1%	0%	10	-7%
Cc1c(NC(=O)C2(C)CCCCC2)c(=O)n(-c2ccccc2)n1C	-2%	9	2%	-2%	-12%	-2%	2%	0	7%
CC(C)[C@H]1COCCS(=O)(=O)N1Cc1ccccc1-c1cccc2c1oc1ccccc12	5%	-15	0%	u	4%	-1%	-2%	22	0%
Cc1ccc(C(=O)N/C(=C/c2cccnc2)C(=O)N2CCCCCC2)cc1	-13%	-6	-15%	2%	-2%	18%	15%	-2	u
c1ccc(Cc2nn3c(-c4ccncc4)nnc3s2)cc1	5%	-13	-10%	-3%	3%	4%	-8%	-6	u
Cc1c(NC(=O)Nc2ccc(F)cc2)c(=O)n(-c2ccccc2)n1C	-1%	11	5%	5%	-10%	7%	8%	19	14%
CCN(CC)c1nc2c(c(=O)n(C)c(=O)n2C)n1CCCc1ccccc1	4%	1	-11%	-2%	-4%	-2%	1%	23	-12%
COc1ccc(CCNC(=O)c2ccc3c(c2)N(Cc2ccccc2F)C(=O)c2ccccc2S3=O)cc1OC (stereo unspecified)	1%	0	-2%	x	x	x	x	x	0%
C=C(C)Cn1c(N2CCCC2)nc2c1c(=O)[nH]c(=O)n2C	8%	-1	27%	-1%	0%	0%	11%	8	u
Cc1ccccc1-n1ncc2c([N+](=O)[O-])cc([N+](=O)[O-])cc21	-4%	-7	u	u	-2%[9.22 µM]	u	u	0	u
O=C(O)CNC(=O)C1COc2ccccc2O1 (stereo unspecified)	46%[activator]	-12	0%	-2%	-7%	-5%	-6%[9.24 µM]	4	-15%
CCOC(=O)c1[nH]c(CSc2nnc(-c3ccncc3)n2CCOC)c(C(=O)OCC)c1C	7%	2	8%	2%	3%	-4%	-25%	-13	-4%
CCCCN(C)C(=O)C(Cc1ccccc1)NS(=O)(=O)c1ccc2c(c1)c(=O)n(C)c(=O)n2C (stereo unspecified)	6%&-4%	1&3	1%&1%	8%	4%	0%	1%	2	-14%&0%
CSc1sc(C(=O)NC(=O)NCc2cccnc2)c(C)c1-c1ccon1	11%	-28	-5%	-4%	-10%	-9%	-9%	-13	-14%
O=C(CN(Cc1cccs1)C(=O)CNC(=O)c1ccco1)NC1CCCCC1	-9%	-4	0%	-4%	-3%[9.22 µM]	5%	9%	-3	-12%
Cc1ccc(NC(=O)CNc2ccc(Cl)c(Cl)c2)cc1S(=O)(=O)N(C)C	-25%	3	u	13%	x	u	u	1	21µM*
CC(=O)Nc1cccc(C(=O)NNC(=O)c2ccc(NS(=O)(=O)c3cccs3)cc2)c1	-6%	0	0%	x	x	-6%	4%	-23	13%
Cc1cccc(N2CCN(C(=O)c3cn(C)c4ccc(S(=O)(=O)N(C)C)cc4c3=O)CC2C)c1 (stereo unspecified)	2%	-6	-2%	x	x	x	x	x	-3%
CCCN(CCC)CCCNC(=O)c1cc2c(=O)n(C)c3ccccc3c2s1	7%	-25	-29%	x	x	x	x	x	-3%

# From PubChem BioAssay
